Pol kappa inh: blocks human DNA polymerase kappa activity. Q9UBT6. purified Pol kappa, fluorescent DNA synthesis assay, 10 min. Potency, µM (top dose mostly 107 µM), for inactives: at the top dose activity, negative = inhibition, most hits filed as inhibitors. hit rate 0.53% among 400,000. AID 588579; also: % is scaled to controls: 0 for no effect and ±100 for the full control effect
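Enzyme at 10 nM met test compounds for 15 min at room temperature. Substrate addition (50 nM final) began the reaction, which was monitored by fluorescence at 0 and 10 min.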
BAZ2B block: inhibitors of human BAZ2B bromodomain | AlphaScreen BAZ2B-H3K14Ac peptide displacement | Potency, µM (highest dose often 114 µM), for inactives: at the top dose activity change, negative = inhibition, most hits filed as inhibitors | hit rate 4.4% among 360,000; also: % is scaled to controls: 0 for no effect and ±100 for the full control effect; nearly all actives have a fitted effect of over 60% in size
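Complex of BAZ2B and biotin-H3K14Ac (50 nM apiece) forms over 30 min at RT, then faces library compounds up to 110 uM for another 30 min; AlphaScreen beads added, 20 min dark incubation, luminescence read.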
G9a block: G9a (human) methyltransferase inhibition; Q96KQ7; G9a H3K9 monomethylation, AlphaScreen, 2 h; Potency, µM (top dose mostly 102 µM), for inactives: at the top dose activity, negative = inhibition, actives largely listed as inhibitors; hit rate 8.8% among 350,000; AID 504332; also: % is scaled to controls: 0 for no effect and ±100 for the full control effect; nearly all actives have a fitted effect of over 75% in size
Target sequence (Q96KQ7 913-1193 limits assumed): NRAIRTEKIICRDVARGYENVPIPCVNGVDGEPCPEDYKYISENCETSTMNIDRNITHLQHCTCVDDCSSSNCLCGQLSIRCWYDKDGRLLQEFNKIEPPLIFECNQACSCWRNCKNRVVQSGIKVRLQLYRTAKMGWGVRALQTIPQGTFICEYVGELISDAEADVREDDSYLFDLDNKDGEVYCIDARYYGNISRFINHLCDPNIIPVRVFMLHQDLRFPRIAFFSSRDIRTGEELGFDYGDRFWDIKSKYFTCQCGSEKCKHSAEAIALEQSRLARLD
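Step 1: enzyme (final 20 nM) with compound, 15 min RT. Step 2: substrate peptide 500 nM and SAM 20 uM, 2 h RT. Step 3: anti-H3K9me1 antibody and AlphaScreen beads, 10 min, then plate read.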
BLM helicase inh: inhibitors of human Bloom syndrome helicase BLM; AID 2528; hit rate 0.2% among 350,000; recombinant BLM DNA unwinding, fluorescence dequenching; Potency, µM (doses to about 56.1 µM), for inactives: top-dose activity change, negative = inhibition, most hits filed as inhibitors;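 also: plate controls were vehicle for no effect and no enzyme for full effect; nearly all actives have a fitted effect of over 35% in size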
Pol eta inh: blocks human DNA polymerase eta activity; recombinant Pol eta, fluorescent DNA replication assay; Potency, µM (titrated, usually from 114 µM), without a hit: top-dose activity change, negative = inhibition, hits mostly inhibitors; AID 588591; hit rate 1.2% among 390,000; also: % is scaled to controls: 0 for no effect and ±100 for the full control effect
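Pol eta at 10 nM preincubated with compounds 15 min at room temperature; reaction started with fluorescent substrate (50 nM final) and read kinetically at 0 and 10 min.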
APEX1 inh: blocks human APE1 abasic DNA cleavage. P27695. recombinant APE1, TAMRA/BHQ-2 abasic DNA cleavage fluorescence. Potency, µM (highest dose often 65.8 µM), without a hit: at the highest dose activity change, negative = inhibition, hits mostly inhibitors. hit rate 0.35% among 350,000. AID 2517;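 also: plate controls were vehicle for no effect and reference inhibitor for full effect; nearly all actives have a fitted effect of over 55% in size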
Target sequence (P27695 whole entry, looked up): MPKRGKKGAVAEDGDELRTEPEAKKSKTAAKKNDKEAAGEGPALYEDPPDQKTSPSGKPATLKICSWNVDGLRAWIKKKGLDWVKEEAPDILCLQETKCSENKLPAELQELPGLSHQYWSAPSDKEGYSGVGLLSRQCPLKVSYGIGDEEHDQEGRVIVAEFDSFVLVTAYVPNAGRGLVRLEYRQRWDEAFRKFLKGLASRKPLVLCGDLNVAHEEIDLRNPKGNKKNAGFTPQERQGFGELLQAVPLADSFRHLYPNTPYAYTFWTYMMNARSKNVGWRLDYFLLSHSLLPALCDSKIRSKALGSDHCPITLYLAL
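Activity was derived from the fluorescence gain between first and third kinetic reads (60 s intervals, ex 525/em 598 nm) after 50 nM THF-abasic TAMRA/BHQ-2 duplex was added to 0.75 nM APE1 preincubated 15 min with compound.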
Pol iota inh: DNA polymerase iota (human) inhibition; AID 588590; hit rate 1% among 390,000; Potency, µM (highest dose often 115 µM), for the others: at the highest dose activity, negative = inhibition, most hits filed as inhibitors; Q9UNA4; Pol iota fluorescent replication assay, 10 min
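Pol iota at 10 nM preincubated 15 min with compounds at room temperature; reaction started with fluorescent substrate, 50 nM final. Fluorescence read kinetically at 0 and 10 min; buffer-only wells as negative control.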
Pol beta inh: DNA polymerase beta (human) inhibition; P06746; Pol beta primer extension/strand displacement, fluorescence kinetic; AID 485314; Potency, µM (doses to about 114 µM), without a hit: at the highest dose activity change, negative = inhibition, most hits filed as inhibitors; hit rate 1.3% among 340,000; also: % is scaled to controls: 0 for no effect and ±100 for the full control effect
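Kinetic readout of DNA synthesis with strand displacement by Pol beta. Compound and 10 nM enzyme sit 15 min at room temperature; 50 nM substrate starts the reaction, read immediately and at 10 min.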
Anesthetic bind: binds horse apoferritin like a general anesthetic; hit rate 0.074% among 350,000; Potency, µM (doses to about 77.5 µM), for inactives: at the top dose activity change, negative = displacement, most hits filed as inhibitors; apoferritin/1-aminoanthracene competitive binding, fluorescence; also: % is scaled to controls: 0 for no effect and ±100 for the full control effect; nearly all actives have a fitted effect of over 20% in size
Target sequence (P02791 2-175 limits assumed): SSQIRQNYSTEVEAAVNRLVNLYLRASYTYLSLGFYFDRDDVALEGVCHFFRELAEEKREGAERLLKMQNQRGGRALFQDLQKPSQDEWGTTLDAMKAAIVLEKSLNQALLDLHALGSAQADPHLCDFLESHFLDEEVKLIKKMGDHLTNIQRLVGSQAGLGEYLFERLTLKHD
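10 uM apoferritin + 50% sat. 1-AMA, PBS; cpd 10 min RT; Ex380/Em535 endpoint; normalized to free probe vs complex; 4-param Hill fit; propofol titration as pos. ctrl.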
Numbers without * were called inactive; ? = inconclusive; . = not tested or not shown; [ ] = dose if it differs, or a comment. Calls follow the shape of the dose curve; as a rule, active = well fitted curve in the direction sought with a large enough effect; inconclusive = small, poorly fitted or top-dose-only effect, or another doubt; inactive = no such curve, though single readings can be large; an effect the other way counts as inactive or inconclusive. Potency is read from the fitted curve at half-maximal effect.

Compound,Pol kappa inh,BAZ2B block,G9a block,BLM helicase inh,Pol eta inh,APEX1 inh,Pol iota inh,Pol beta inh,Anesthetic bind
O=C(Cc1ccc(Cl)cc1)NC(=S)Nc1ccccc1O,-9.0%,-24.5%,-13.3%,-1.8%,-27.1%,-8.7%,23.7%,9.5%,-9.1%
Cc1c(OCC(=O)N2CCC(C(N)=O)CC2)ccc2c1oc(=O)c1ccccc12,-21.1%,-5.0%,12.9%[12.7 µM],-5.2%,-10.9%,-7.1%,46.5%[activator],9.9%,-4.0%
CC(=O)N(C(C)=O)c1c(N2CCCC2)c2ccccc2oc1=O,-6.2%,-11.8%,1.7%,-5.9%,2.0%,2.9%,120.3%[activator],3.1%,1.1%
COc1ccccc1NC(=O)CCSCCC(=O)Nc1ccccc1OC,-22.7%,?,?,-17.2%,?,0.4%,-12.3%,56.2µM*,-8.2%
FC(F)(F)c1cnc2c(-c3ccc(Cl)cc3Cl)noc2c1,-11.4%,16.8%,153.4%[activator],-3.1%,-11.8%,1.7%,3.0%,9.2%,?
O=C(CCc1nc(-c2ccccc2)no1)Nc1cccc(C(=O)NC2CC2)c1,-25.4%,-3.8%,-5.9%[12.7 µM],.,-1.7%,18.2%,-15.0%,.,.
CC(C)NS(=O)(=O)c1ccc(NC(=O)C(C)OC(=O)CCC2CCCC2)cc1 (stereo not drawn),5.4%,-0.2%,-0.7%[12.7 µM],.,-24.6%,13.8%,?,.,.
CN1CCN(S(=O)(=O)c2ccc(N3CCc4ccccc4C3)nc2)CC1,-8.0%,-37.9%,-31.3%,0.5%,-2.7%,3.9%,21.4%,0.9%,-4.4%
Cc1ccn(C(=O)c2cc3ccccc3oc2=O)n1,.,-1.5%,-5.2%,-3.2%,.,4.2%,.,0.8%,-16.4%
N#Cc1ccccc1Sc1ccccc1C(=O)Nc1ccc2ccccc2c1,4.1%,-25.4%,7.1%[59 µM],-11.8%,-7.6%,6.5%,-10.1%,?,4.3%
CCCn1nc(NC(=O)COC)c2cc3cccc(C)c3nc21,-0.4%,37.1%,79.7%[activator],-1.5%,-4.8%,12.7%,-25.9%,27.6%,34.5%[activator]
CCCNC(=O)Cn1c(=O)/c(=C\c2ccc(-c3ccc([N+](=O)[O-])cc3)o2)s/c1=C\C(=O)C(C)(C)C,-4.8%,-32.3%,?,-6.4%,-9.0%,-0.2%,106.1%[activator],1.2%,-1.5%
Cc1cc(Cl)ccc1OCc1nnc(-c2ccccc2C)o1,-14.2%,-0.3%,10.2%[0.501 µM],.,-2.9%,-12.2%,21.4%,.,.
CCSc1nnc(NC(=O)COc2ccccc2[N+](=O)[O-])s1,12.4%,-15.7%,1.7%,-1.4%,0.9%,9.7%,18.6%,2.7%,-14.1%
CN1C(=O)C(CC(=O)Nc2ccc(F)cc2)N(Cc2cccs2)C1=S (stereo not drawn),-3.5%,1.1%,.,-7.8%,-12.9%,?,23.3%,17.8%,-7.1%
CC(=O)N1CCc2cc(S(=O)(=O)NCCCN3CCCCC3)ccc21,2.4%,-9.9%,20.4%,-0.2%,-19.6%,24.2%,46.2%[activator],7.6%,-5.6%
CC(C)(C)Nc1nc(Oc2ccc(=O)[nH]n2)nc(N2CCOCC2)n1,-6.7%,-8.2%,-31.0%,-6.9%,-10.8%,?,54.4%[activator],2.1%,-4.7%
CC(O)c1cccc(NC2=CC(=O)CC(C)(C)C2)c1 (stereo not drawn),-9.6%,-2.9%,-0.9%[59 µM],-0.4%,-1.8%,-2.0%,-7.6%[58.9 µM],-23.9%,-15.7%
COc1cc(Cl)nn(-c2ccccc2)c1=O,-3.4%,20.3%,25.3%[59 µM],0.8%,-8.9%,?,-2.9%,0.9%,5.5%
CN1CCN(S(=O)(=O)c2ccc(NC(=O)c3ccc(F)cc3Cl)cc2)CC1,-5.5%,-16.4%,.,0.7%,3.2%,-4.4%,106.4%[activator],3.9%,-9.2%
CCOc1ccccc1C(=O)Nc1c(C(=O)Nc2ccc(F)cc2)oc2ccccc12,-8.8%,-23.0%,7.3%[59 µM],-12.6%,?,.,20.0%,-1.9%,-0.6%
CC(C)Nc1nc(-c2cccnc2)nc(-c2ccc(Cl)cc2)c1C#N,-20.9%,-4.0%,-10.3%,-1.8%,0.3%,-7.3%,14.2%,21.3%,0.6%
C=Cn1nc(C)c2ccccc2c1=O,0.1%,-2.7%,-24.9%[12.7 µM],3.2%,0.1%,2.1%,18.6%,20.7%,-15.0%
COc1ccc(CNc2cccc3[nH]c(C(F)(F)F)nc23)cc1,-4.7%,?,-12.6%[2.33 µM],-9.2%,-18.7%,31.3%,-24.0%,-22.2%,-13.0%
O=C(COc1ccc(F)cc1)N1CCC(c2ccccc2)C1 (stereo not drawn),-8.8%,9.0%,-10.5%[59 µM],2.1%,-5.7%,-1.9%,?,-7.4%,-6.0%
CC1(C)CC(NC(=O)COc2ccc3ccccc3c2)CC(C)(C)N1,-2.1%,-0.5%,.,-0.7%,3.5%,-3.3%,12.6%,15.7%,-12.9%
CSc1ccccc1NC(=O)c1cc2c(=O)n3ccccc3nc2s1,-16.0%,-3.7%,.,-4.3%,-10.1%,-3.3%,9.2%,43.4%,0.5%
COC(=O)CCC(=O)c1ccn(S(=O)(=O)c2ccccc2)c1,-11.7%[60.1 µM],-21.0%,-25.9%,-4.4%,-0.1%,29.0%,-15.5%,20.5%,-1.8%
Cc1ccc(OCC(=O)n2cnnc2N)c(C)c1,.,-5.5%,-2.0%[59 µM],-1.4%,.,2.3%,.,-0.7%,2.3%
COCc1nnc(NC(=O)C23CC4CC(CC(C4)C2)C3)s1,-6.0%,7.5%,-23.4%,.,-8.2%,28.1%,22.9%,.,.
COc1cc2nc(COc3ccccc3[N+](=O)[O-])oc(=O)c2cc1OC,-9.4%,-6.0%,18.5%[59 µM],2.8%,-10.5%,2.0%,-5.8%,13.3%,-12.7%
O=C(CSc1ncn[nH]1)c1ccc2c(c1)OCCO2,-1.9%,-4.0%,-13.6%[12.7 µM],0.3%,-18.6%,19.8%,?,5.8%,-7.1%
Nn1cc(Br)c(=O)[nH]c1=O,5.8%[19.4 µM],.,41.7%[59 µM],.,.,?,.,.,-6.4%
CN(C)c1ccc(CN(Cc2ccco2)C(=O)COc2ccc(F)cc2)cc1,-7.2%,28.2µM*,15.8µM*,-5.5%,.,.,-15.6%,3.3%,45.4%[activator]
CC1Sc2ccc(C(=O)NCc3ccccn3)cc2NC1=O (stereo not drawn),-3.9%,-16.5%,?,.,-0.6%,12.8%,7.9%,.,.
CCCC(C)C(=O)Nc1ccc(Cl)cn1 (stereo not drawn),-13.7%,5.8%,10.9%[59 µM],-0.7%,10.6%,14.2%,27.4%,0.8%,-17.7%
COc1ccc(NCc2cc3cc4c(cc3n(CC(=O)Nc3ccc(F)cc3F)c2=O)OCO4)cc1,-3.0%,-39.0%,?,-0.2%,-20.1%,.,1.5%,3.1%,140.5%[activator]
COCCCNC(=S)N/N=C/c1ccc(O)cc1O,-5.5%,6.31µM*,3.8%,-7.3%,-5.9%,0.2%,-22.2%,3.5%,-1.9%
O=C(Nc1nc2ccc(Cl)cc2s1)c1cc(=O)c2ccccc2o1,6.1%,-14.8%,-7.6%[59 µM],-17.7%,?,.,?,-17.9%,-9.5%
CN(c1ccccc1)S(=O)(=O)c1cccc(NC(=O)C2=NN(c3ccccc3)C(=O)CC2)c1,-5.0%,.,.,.,-14.7%,-25.0%,17.7%,.,.
C=CCn1c(SCC(=O)c2c(N)n(C3CC3)c(=O)[nH]c2=O)nnc1-c1ccoc1C,-9.7%,-3.5%,20.9%[12.7 µM],.,-6.5%,-1.5%,-12.6%,.,.
Cc1cc(C)nc(-n2nc(C)cc2NC(=O)c2ccc3c(c2)OCO3)n1,.,22.2%,9.2%[59 µM],-4.0%,.,-0.8%,.,0.8%,-5.1%
Cc1nc(-c2ccc(F)cc2)sc1CCNC(=O)c1ccccc1,-4.1%[60.1 µM],2.2%,3.2%[59 µM],-6.5%,-17.8%,.,9.0%,7.0%,-7.2%
Cn1c2ccccc2c2cnn(CC(=O)NCCCN3CCCCC3)c(=O)c21,13.2%,3.1%,0.5%[59 µM],26.0%,-14.2%,.,29.9%,8.4%,3.2%
O=C(NCCC(=O)N1CCC2(CC1)NCCc1[nH]cnc12)c1ccc(Br)cc1,12.7%,-19.9%,5.7%,1.9%,-16.2%,43.1%,-14.3%,-8.8%,-2.7%
O=c1c2cnn(-c3ccccc3)c2ncn1Cc1ccccc1,-14.1%,3.1%,9.4%[59 µM],-2.8%,-10.6%,3.8%,4.2%,1.0%,-5.6%
Cc1ccc(Cn2ccc(NC(=O)c3cc(-c4cccc(Cl)c4)on3)n2)cc1,-10.9%,-27.6%,-19.6%,-2.3%,-11.6%,-1.3%,16.0%,-0.8%,-12.6%

Arranged by number of heavy atoms (rising): some entries from above
Compound,Pol kappa inh,BAZ2B block,G9a block,BLM helicase inh,Pol eta inh,APEX1 inh,Pol iota inh,Pol beta inh,Anesthetic bind
CC1Sc2ccc(C(=O)NCc3ccccn3)cc2NC1=O (stereo not drawn),-3.9%,-16.5%,?,.,-0.6%,12.8%,7.9%,.,.
Cn1c2ccccc2c2cnn(CC(=O)NCCCN3CCCCC3)c(=O)c21,13.2%,3.1%,0.5%[59 µM],26.0%,-14.2%,.,29.9%,8.4%,3.2%
CN(c1ccccc1)S(=O)(=O)c1cccc(NC(=O)C2=NN(c3ccccc3)C(=O)CC2)c1,-5.0%,.,.,.,-14.7%,-25.0%,17.7%,.,.

The list is partial. The share of hits here may be higher or lower than overall.
